# CF NFkB inh: inhibitors of PAF-induced NF-kB signaling, primary screen, cell-based, GFP fluorescence, uHTS | inhibition, % at 5 µM | 360,000 tested, 0.86% active | KKLEB NF-kB-GFP reporter, GFP fluorescence overnight;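 active means at least 50% inhibition at 5 µM, scaled per plate between neutral and stimulator controls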;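 further: PAF is a Pseudomonas aeruginosa culture filtrate used as stimulus; plate controls were PAF-stimulated DMSO wells for no effect and unstimulated DMSO wells for full effect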
# KKLEB cytotox: cytotoxicity in KKLEB CF airway cells, primary screen, cytotoxicity control for CF NF-kB inhibitor project, cell-based, uHTS, fluorescence assay plates | activity change (cytotoxicity), % at 5 µM | KKLEB CF airway cells viability, ATPlite luminescence, overnight; stronger effect = lower value; cells stimulated with P. aeruginosa culture filtrate | 360,000 tested, 0.36% active;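 active means corrected activity change at or below -50% at 5 µM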
# NR2E3 ag-1: NR2E3 agonists in two-hybrid cells, primary screen, cell-based, luminescence, CHO-S, Gal4-NCOR/VP16-NR2E3; Photoreceptor-specific nuclear receptor (Homo sapiens), Q9Y5X4; luciferase; inhibition of corepressor binding, % at 3.98 µM; 360,000 tested, 0.35% active; AID 602229, 2012;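 active means inhibition above the mean of all tested compounds plus 3 SD, cut at about 70% in these data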;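 further: 0% = DMSO with NR2E3 transfected cells and 100% = cells lacking NR2E3 construct; higher means lower luciferase signal from less NR2E3 corepressor binding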
# Target sequence (Q9Y5X4 whole entry, looked up, the tested form may be a part): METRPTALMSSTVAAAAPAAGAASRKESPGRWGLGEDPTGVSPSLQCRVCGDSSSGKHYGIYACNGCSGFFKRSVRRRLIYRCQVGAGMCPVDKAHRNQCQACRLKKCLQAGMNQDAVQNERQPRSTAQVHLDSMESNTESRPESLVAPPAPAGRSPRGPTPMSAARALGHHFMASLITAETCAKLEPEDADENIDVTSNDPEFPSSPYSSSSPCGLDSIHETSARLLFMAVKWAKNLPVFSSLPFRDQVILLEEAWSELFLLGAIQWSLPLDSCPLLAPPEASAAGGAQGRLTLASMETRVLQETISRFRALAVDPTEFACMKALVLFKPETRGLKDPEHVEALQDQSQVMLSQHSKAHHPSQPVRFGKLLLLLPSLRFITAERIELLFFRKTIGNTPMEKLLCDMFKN
# TRPM1 prom inh: inhibitors of MITF-dependent TRPM1 promoter reporter, primary screen, cell-based, SK-MEL-5, single point, luciferase; SK-MEL-5 TRPM1 promoter luciferase, 24 h; inhibition, % at 12.5 µM; 330,000 tested, 0.83% active;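 active means mean inhibition across replicates of 60% or more, whatever share of single replicates reaches that level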; further: values of inactives mirror those of a sister screen read the other way
# aDG glyco act: activators of alpha-DG glycosylation, primary screen, uHTS, Pro5-aDG cells, AlphaScreen; 360,000 tested, 0.22% active; activation, % at 10 µM; alpha-DG glycosylation AlphaScreen (IIH6); 0% Pro5, 100% B10-LARGE cell signal; AID 624168, 2012;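 active means activation of at least 8% versus controls, or a plate z-score of at least 8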;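 further: Pro5 are CHO cells carrying HIG-tagged alpha-DG that lacks glycosylation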
# TWEAK-Fn14 inh: inhibitors of TWEAK-Fn14 signaling, primary screen, luciferase reporter cells, uHTS | inhibition, % at 10 µM | 360,000 tested, 2% active | TWEAK-stimulated Fn14 reporter cells, luciferase luminescence, 8 h; in the data active means inhibition above about 50%
# iPSC survival up: enhancers of single-cell hiPSC survival, primary screen, ATPlite luminescence | 100% = ROCK inhibitor wells, 0% = DMSO | survival enhancement, % at 20 µM | 360,000 tested, 0.044% active; in the data active means survival enhancement above about 18%;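 further: cells exposed to compounds for 16 hours before the ATP read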
# Peg3 prom inh: Peg3 promoter-driven luciferase inhibitors, primary screen, cell-based, HeLa, luciferase luminescence; HeLa PEG-Prom luciferase reporter, overnight; inhibition, % at 20 µM; 360,000 tested, 1.7% active;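 active means inhibition of at least 50% at 20 µM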
# HIF-2a inh: HIF-2a reporter inhibitors, primary screen, luminescence, 786-0 RCC cells; inhibition, % at 18.8 µM; 786-0 RCC cells HIF-2a reporter, luciferase luminescence, overnight; AID 624352, 2012; 360,000 tested, 0.72% active;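 active means inhibition of the luminescence signal of 40% or more relative to plate controls, in a single-dose primary screen at 18.75 µM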
# NR2E3 ag-2: inhibitors of NR2E3-RetCOR corepressor binding, primary screen, NR2E3 agonist project, biochemical, TR-FRET, GST-NR2E3, biotin-RetCOR; inhibition of corepressor binding, % at 4.78 µM; Photoreceptor-specific nuclear receptor (Homo sapiens), Q9Y5X4; AID 2300, 2010; 320,000 tested, 0.12% active; 1536-well;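 active means percent inhibition above the cutoff of mean plus 3 SD of all tested compounds, set per screening campaign, cut at about 20% in these data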;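 further: 0% = DMSO wells and 100% = biotin wells as full block of FRET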
#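 Format: 1536-well format; test system: GST-NR2E3 and biotin-RetCOR proteins; read-out basis: percent inhibition of TR-FRET ratio; timing: 5 h incubation at 4 °C; detection: time-resolved FRET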
# Shn3 3UTR inh: reduction of Shn3 3'UTR firefly luciferase signal, primary screen, Schnurri-3 inhibitor project, cell-based, Clone20 osteoblasts, set 2. Clone20 osteoblast Shn3 3'UTR firefly luciferase, 24 h. inhibition, % at 12.5 µM. 360,000 tested, 0.52% active;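 active means mean inhibition of at least 75% with every replicate also reaching 75%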;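 further: 0% = median of neutral control wells and 100% = pilot-screen positive control compound; some compounds past the cut are filed as inactive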
# * = called active by the depositor; x = no result given.
SMILES,CF NFkB inh,KKLEB cytotox,NR2E3 ag-1,TRPM1 prom inh,aDG glyco act,TWEAK-Fn14 inh,iPSC survival up,Peg3 prom inh,HIF-2a inh,NR2E3 ag-2,Shn3 3UTR inh
Cc1cc(=O)[nH]c(-n2nc(C)cc2C)n1,8,3,-7,3,0.1,11,-2.1,4,19,2,-4
Cc1ccc(-n2nc(C)c3c2NC2=C(C(=O)CC(C)(C)C2)C3c2ccccc2OCC(=O)O)cc1 (stereo not drawn),8,5,-12,5,0.0,-3,0.4,29,22,0,-4
Cc1ccc(-n2c(C)cc(C)c(C#N)c2=O)cc1Cl,3,-1,3,3,0.1,4,0.8,5,9,-1,11
C=CCc1ccccc1OCC(O)CN1CCN(c2ccccc2F)CC1 (stereo not drawn),-1,9,-5,5,0.2,-20,-3.0,20,13,0,-10
COC(=O)C1CCN(C2=C(NS(=O)(=O)c3ccc(Cl)cc3)C(=O)c3ccccc3C2=O)CC1,7,3,-15,16,-0.1,-12,0.0,-7,-24,-2,-18
COc1ccc(C(=S)Nc2ccccc2)cc1,-7,-4,-50,-34,-0.2,-37,14,-90,-150,-2,-32
CCCCN(Cc1ccco1)C(=O)C1CCCN(c2ncnc3c2nc2n3CCCCC2)C1 (stereo not drawn),-7,-22,-41,26,0.6,24,-0.3,26,20,2,39
O=C1CCc2cc(S(=O)(=O)NCCc3ccc(Cl)cc3)cc3c2N1CC3,17,-14,15,6,-0.4,5,0.2,2,0,x,6
CCN(CC)c1nc2ccccc2nc1C(C#N)C(=O)NCCCOC (stereo not drawn),-9,4,3,0,-0.4,19,-1.8,7,-2,0,-9
COc1cc(/C=C/C(=O)OCC(=O)c2c(N)n(C)c(=O)n(C)c2=O)ccc1OC(F)F,-2,4,-12,-3,0.3,7,-0.8,-9,-4,-1,-17
O=C(/C=C/c1cccnc1)/C=C/c1cccnc1,75*,3,5,96*,-0.3,101*,1.9,109*,95*,x,94*
COc1ccc(S(=O)(=O)N(C)CC(=O)NCc2ccccn2)cc1,14,2,-24,x,-0.2,7,-0.7,2,17,1,1
Cc1ccc(N/C=C/C(=O)C(C)(C)C)c(O)c1,3,9,-24,11,0.2,12,-1.8,-38,-103,-5,-10
CCCC(=O)N1CCC1(C)C(=O)NCc1ccccc1SC (stereo not drawn),0,-13,-9,x,0.1,-1,-0.6,-8,7,x,4
Cc1cccc(NC(=S)N(CCN(C)C)Cc2cc3cccc(C)c3[nH]c2=O)c1,7,2,-1,-26,0.1,8,-0.7,-4,13,-4,17
CN(Cc1ccccc1)C(=O)c1cc(S(=O)(=O)N2CCOCC2)cn1C,10,-4,-2,x,0.1,2,2.1,-1,13,-2,-12
CCCCN(C)CCCNC(=O)c1cc(Nc2ccc(OC)c(OC)c2)nc2ccccc12,6,1,-8,-19,0.1,1,-0.6,-27,-9,-4,16
CCCCCCc1c(C)nc(-n2[nH]c(C)c(CCO)c2=O)[nH]c1=O,2,10,-36,5,0.0,-62,0.1,4,18,-4,12
Cc1c(C(=O)O)sc(=S)n1CCOc1ccccc1,6,-2,-11,-2,0.1,4,-3.7,4,7,2,12
Cc1cc(NC(=O)c2cccs2)ncc1NC(=O)c1cccc(F)c1,-1,0,-61,-21,-0.2,-5,0.4,-215,-181,2,-74
Cc1noc(C)c1-c1nnc(-c2ccc(C(F)(F)F)cc2)o1,-30,3,-9,-5,-0.1,-27,-0.6,-117,-130,-3,-44
CCOC(=O)c1sc(N2N=C(C)/C(=C\c3ccc(OCC(=O)OC)cc3)C2=O)nc1C,-21,7,11,-9,0.0,-23,2.9,-3,11,-1,-4
CCOC(=O)c1ccc(NC(=O)C2(c3ccccc3)CCCC2)cc1,-11,6,-8,-11,0.0,18,0.4,1,5,5,-16
O=C(CSc1nnc(Cn2c(=O)sc3ccccc32)n1-c1ccccc1)N1CCCCCC1,23,-26,-14,-5,0.1,-8,1.0,-2,2,4,-12
COc1ccc(C2CC(c3cccs3)=NN2C(=S)Nc2ccccc2)cc1OC (stereo not drawn),10,-3,13,9,-0.3,3,-2.0,9,13,3,-7
CC1(C)CC(=O)C2=C(C1)NC(=O)CC2c1cccc(F)c1 (stereo not drawn),1,8,-22,2,1.2,-2,6.3,-1,4,-1,1
COc1ccc(C(=O)Nc2nnc(Cc3ccccc3)s2)c(OC)c1,-2,-2,-37,-31,-0.1,-70,0.2,-62,-111,47*,-14
Cc1ccc(CN(C(=O)c2ccco2)C(C(=O)NC2CCCC2)c2ccc(N3CCOCC3)cc2)cc1 (stereo not drawn),-5,2,10,5,0.7,-4,-4.7,0,16,0,4
Cc1ccc(NC(=O)c2cccc(-n3cnnn3)c2)cc1Cl,-3,6,-12,-3,0.1,-8,-2.9,-25,-40,0,-23
O=C(NS(=O)(=O)Oc1cccc(F)c1)OC[C@@H]1CCCN2CCCCC12 (stereo partly drawn),2,14,-18,0,0.2,6,0.7,0,9,5,1
OC(c1ccc(F)c(F)c1)c1nc(-c2ccccc2)cs1 (stereo not drawn),-2,-1,6,x,-0.2,-5,0.7,-13,-37,x,-14
Cc1ccc(C(=O)NNC(=O)c2ccc3ccccc3c2O)cc1,8,1,-32,-3,0.0,1,-0.9,13,-4,-3,7
Cc1ccc(C(C)C)c(OCC(=O)N2CCOCC2)c1,-13,0,8,-2,0.2,9,-1.9,5,6,2,8
CS(=O)(=O)NCCNc1ccc(C(F)(F)F)cc1[N+](=O)[O-],-14,3,-18,0,-0.1,3,0.0,4,3,3,20
O=C(NCCc1ccccc1F)/C(=C/c1cccnc1)NC(=O)c1ccccc1,-3,-5,26,-1,0.5,7,-0.1,3,-43,0,-3
Cc1cnc(C(=O)OCC(=O)c2cccc3ccccc23)cn1,-29,20,-35,20,-0.2,3,0.3,0,5,-1,-10
COc1ccc(C(O)c2ncc(-c3ccccc3)[nH]2)c(OC)c1 (stereo not drawn),4,4,-1,x,0.0,-1,-0.2,-6,-14,x,-18
COc1ccc(N(C(C)C(=O)N/N=C(\C)C(C)(C)C)S(C)(=O)=O)cc1 (stereo not drawn),-8,-2,-7,-9,0.0,4,-1.7,12,20,1,-1
COc1cc([N+](=O)[O-])ccc1N/C=C/C(=O)c1cccs1,-50,-58*,-125,19,0.0,42,-2.5,-81,-211,1,-8
O=C(Nc1nnc(-c2ccccc2)o1)C1CCCN1S(=O)(=O)c1cccs1 (stereo not drawn),7,-11,-3,2,0.2,6,0.2,-5,-2,2,1

# Reprinted from the listing for reference:
SMILES,CF NFkB inh,KKLEB cytotox,NR2E3 ag-1,TRPM1 prom inh,aDG glyco act,TWEAK-Fn14 inh,iPSC survival up,Peg3 prom inh,HIF-2a inh,NR2E3 ag-2,Shn3 3UTR inh
Cc1cnc(C(=O)OCC(=O)c2cccc3ccccc23)cn1,-29,20,-35,20,-0.2,3,0.3,0,5,-1,-10
COc1ccc(C(O)c2ncc(-c3ccccc3)[nH]2)c(OC)c1 (stereo not drawn),4,4,-1,x,0.0,-1,-0.2,-6,-14,x,-18
COc1ccc(N(C(C)C(=O)N/N=C(\C)C(C)(C)C)S(C)(=O)=O)cc1 (stereo not drawn),-8,-2,-7,-9,0.0,4,-1.7,12,20,1,-1
COc1cc([N+](=O)[O-])ccc1N/C=C/C(=O)c1cccs1,-50,-58*,-125,19,0.0,42,-2.5,-81,-211,1,-8

# Remaining list, next part:
SMILES,CF NFkB inh,KKLEB cytotox,NR2E3 ag-1,TRPM1 prom inh,aDG glyco act,TWEAK-Fn14 inh,iPSC survival up,Peg3 prom inh,HIF-2a inh,NR2E3 ag-2,Shn3 3UTR inh
COCCN(C(=O)COC(=O)CC1CCCCC1)c1c(N)n(Cc2ccccc2)c(=O)[nH]c1=O,-7,6,10,8,-0.1,-24,0.2,5,5,-2,4
O=C(CSc1nc2ccccc2n1CC(=O)N1CCCC1)Nc1ccc2c(c1)OCO2,-3,-7,13,7,0.5,1,6.4,1,12,1,-12
CCCCC(=O)Nc1ccc(N2CCN(c3ccc(F)cc3)CC2)cc1,-4,8,-32,-1,0.0,11,0.0,7,18,3,16
CCCNC(=O)C1(C)CCCN(Cc2ccccc2-c2ccccc2)C1 (stereo not drawn),7,-4,4,x,-0.2,-10,-1.9,9,14,x,-27
CCCCN(Cc1ccco1)S(=O)(=O)c1c[nH]c(C(=O)OC)c1,24,-4,25,11,-0.1,0,1.0,16,4,1,-3
CN(C/C=C/c1ccccc1)C1CCCCC1,-20,8,-2,9,0.4,-28,4.6,-9,0,7,-7
O=C(COC(=O)/C=C/c1ccco1)Nc1cccc([N+](=O)[O-])c1,1,-5,14,-2,-0.1,-2,4.6,4,7,2,7
CCOC(=O)C1=CCC(c2ccccc2)N(S(=O)(=O)c2ccccc2[N+](=O)[O-])C1 (stereo not drawn),-5,-18,-10,x,-0.1,19,-0.8,-5,-2,x,0
CC(C)(OC(=O)c1ccc(C(F)(F)F)cc1)c1cc2ccccc2c(=O)o1,3,-4,0,-10,0.2,10,-3.1,-1,2,2,5
Cc1cc(C)n(-c2ccc(C(=O)NC(C)C)cc2)n1,18,-16,-13,-4,0.1,-11,-1.8,-9,2,2,10
CC(=O)N/C(=C\c1ccccc1)C(=O)NC(C)C(=O)O (stereo not drawn),11,-4,-11,5,-0.1,-6,0.0,4,28,-2,-5
Clc1ccc(-c2csc(=Nc3cccnc3)n2CCCn2ccnc2)cc1Cl,50,-6,-22,-1,1.9,66*,-1.5,3,34,-2,49
Clc1ccc(Cn2c(-c3cccnc3Cl)nc3ccccc32)cc1,2,5,3,13,0.4,-17,-0.6,30,14,4,12
CCOC(=O)c1cnc(SCc2nc(N)nc(Nc3ccccc3)n2)nc1N,6,-2,-4,-50,1.5,27,-2.3,-27,-26,0,12
CCN1C(=O)CC(c2ccc(OC(C)C)cc2)C1=O (stereo not drawn),14,-5,-15,4,-0.1,9,-0.1,1,-15,0,8
O=C(O)C(=Cc1ccccc1)Cc1ccccc1,-12,-7,-11,0,0.3,27,0.9,5,5,x,-6
COc1ccccc1-c1cc2c(c3c1ccn3C)C1CCC2O1 (stereo not drawn),-13,5,19,x,0.3,-9,-0.3,-10,8,x,5
Oc1ccc(F)cc1-c1cc(-c2ccc3c(c2)OCCO3)n[nH]1,-11,10,-174,-73,1.0,-3,-5.1,-283,-286,0,-25
CCCc1cc(C(N)=O)c(NC(C)=O)s1,25,-9,22,7,-0.3,10,-0.8,17,8,-3,-23
COc1ncnc2sc(-c3ccccc3)cc12,6,9,-65,-70,-0.2,-9,-2.2,-211,-302,-2,-57
N#Cc1ccccc1NC(=O)CSc1nnc(-c2ccncc2)o1,16,3,6,-7,0.1,8,-0.5,9,22,-2,5
